Compound activity (PubChem BioAssay)
NSD2 HMT inh = NSD2 (human) methyltransferase inhibition | AID 743445 | inhibition, % at 12.5 µM | NSD2 peptide methylation, AlphaScreen, 120 min | O96028 | 310,000 compounds, 0.54% hits; in the data active means inhibition above about 50%
SR-BI uptake up = activators of SR-BI mediated HDL lipid uptake; activation, % at 12.5 µM; CHO ldlA[mSR-BI] cells, DiI-HDL uptake fluorescence, 3 h; 100 = double the neutral-control signal; 320,000 compounds, 0.096% hits; AID 504775;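 active means mean replicate activation of at least 60% and every replicate at or above 60%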;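 further: 0% = median plate neutral-control signal and 100% = twice that signal; values of inactives mirror those of a sister screen read the other way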
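Material: SR-BI-overexpressing, LDLR-lacking CHO cells | Dosing: Single compound concentration, delivered by pin transfer | Probe or stimulus: Labelled HDL, 10 µg/mL | Signal: Bottom-read cell fluorescence after medium removal, ex 550/em 595 nm | Schedule: 3 h, 37 °C | Evaluation: HDL uptake via cellular fluorescence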
CAL PDZ FP-1 = CAL PDZ (human) peptide binding inhibition; purified CAL PDZ, TMR-peptide fluorescence polarization, 1 h; inhibition, % at 24.9 µM; 300,000 compounds, 0.92% hits; AID 602252;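 active means mean inhibition of at least 30% with at least half of replicates also reaching 30%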;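 further: 0% = DMSO neutral control and 100% = excess unlabeled competitor peptide PRC23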
SR-BI DiI inh = inhibitors of mouse SR-BI mediated HDL lipid uptake | Q61009 | ldlA[mSR-BI] CHO cells, DiI-HDL uptake fluorescence, 3 h | inhibition, % at 12.5 µM | 320,000 compounds, 0.96% hits | AID 488896;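 active means mean replicate inhibition of at least 70% and a set share of replicates each scoring 70 or more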;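 further: 0% = median of neutral control wells and 100% = median of positive control wells; values of inactives mirror those of a sister screen read the other way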
Target sequence (Q61009 whole entry, looked up): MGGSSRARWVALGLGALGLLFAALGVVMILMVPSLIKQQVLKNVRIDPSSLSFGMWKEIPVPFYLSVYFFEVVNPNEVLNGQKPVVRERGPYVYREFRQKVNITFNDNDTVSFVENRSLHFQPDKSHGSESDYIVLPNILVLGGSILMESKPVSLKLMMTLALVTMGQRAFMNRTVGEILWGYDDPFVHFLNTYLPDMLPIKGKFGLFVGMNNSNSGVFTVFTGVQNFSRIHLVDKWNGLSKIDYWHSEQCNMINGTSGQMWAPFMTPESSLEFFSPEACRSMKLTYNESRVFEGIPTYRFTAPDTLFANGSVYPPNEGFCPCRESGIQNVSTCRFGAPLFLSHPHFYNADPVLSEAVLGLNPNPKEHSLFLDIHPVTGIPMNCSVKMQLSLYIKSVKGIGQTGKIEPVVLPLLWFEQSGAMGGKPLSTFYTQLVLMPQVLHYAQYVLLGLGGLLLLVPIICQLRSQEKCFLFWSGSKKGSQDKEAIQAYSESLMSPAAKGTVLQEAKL
Rtt109 HAT inh = inhibitors of Candida albicans Rtt109/Vps75 histone acetyltransferase; 330,000 compounds, 0.16% hits; purified Rtt109/Vps75, ThioGlo CoA-SH fluorescence, 4 h; AID 540336; inhibition, % at 34.9 µM; Q5AAJ8;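 active means inhibition of at least 50% in every replicate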
CAL PDZ FP-2 = human CAL PDZ-peptide interaction inhibition | Q9HD26 | purified CAL PDZ, TMR-peptide fluorescence polarization, 1 h | inhibition, % at 20 µM | 330,000 compounds, 0.02% hits | AID 504414;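 active means highest replicate inhibition of at least 40%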;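 further: plate controls were DMSO neutral control wells for no effect and unlabeled competitor peptide control wells for full effect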
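material = purified tagged CAL PDZ domain construct (CerCALP) | compound dosing = 20 µM, one dose | times = 1 h at RT | measured by = fluorescence polarization from S- and P-plane intensities, G-factor corrected | read-out = inhibition from polarization loss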
PfHsp90 yeast 2 = growth inhibition of yeast expressing Plasmodium Hsp90. 310,000 compounds, 0.32% hits. S. cerevisiae expressing PfHsp90, BacTiter-Glo ATP, 48 h; yeast lacking PDR1 and PDR3 efflux regulators. AID 504621. inhibition, % at 9.4 µM;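 active means every replicate shows inhibition above about 80%, whatever the replicate mean, limit read from the data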;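 further: 0% = DMSO neutral controls and 100% = 20 µM radicicol positive controls; yeast relying on Plasmodium falciparum Hsp90 in place of its own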
PvdQ inh = P. aeruginosa PvdQ acylase inhibition | purified PvdQ acylase, fluorescence plate reader | inhibition, % at 10 µM | 340,000 compounds, 0.063% hits | AID 488965; in the data active means inhibition above about 30%, passing the limit was not always enough;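 further: 0% = vehicle neutral wells and 100% = reference inhibitor wells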
MITF TRPM1 HTS = increases MITF-driven TRPM1 promoter luciferase signal | SK-MEL-5 TRPM1-promoter luciferase, 24 h; % of positive control, neutral wells = 0 | activation, % at 12.5 µM | 300,000 compounds, 0.75% hits | AID 588334;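 active means mean activation of at least 80% with every replicate also reaching 80%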;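 further: 0% = neutral control wells and 100% = parthenolide positive control wells; values of inactives mirror those of a sister screen read the other way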
dFosB act = activators of mouse delta FosB homodimer. P13346. purified delta FosB, TAMRA-CDK5 oligo fluorescence polarization; percent of positive-control signal above neutral wells. activation, % at 25 µM. 340,000 compounds, 0.99% hits;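 active means mean activation above about 17%, with every replicate also reaching it, limit read from the data, passing the limit was not always enough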;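 further: fluorescence polarization rise as delta FosB binds a TAMRA Cdk5 AP-1 oligo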
Target sequence (P13346 whole entry, looked up): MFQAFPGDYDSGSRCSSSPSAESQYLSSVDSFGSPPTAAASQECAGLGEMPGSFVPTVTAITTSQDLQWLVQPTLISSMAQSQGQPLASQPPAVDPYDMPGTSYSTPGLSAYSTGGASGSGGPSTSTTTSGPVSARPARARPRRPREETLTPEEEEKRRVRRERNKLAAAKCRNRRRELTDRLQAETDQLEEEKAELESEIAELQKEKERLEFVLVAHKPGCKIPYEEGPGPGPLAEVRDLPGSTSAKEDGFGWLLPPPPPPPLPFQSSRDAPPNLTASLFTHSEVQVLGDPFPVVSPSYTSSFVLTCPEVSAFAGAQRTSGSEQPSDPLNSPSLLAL
An asterisk follows results filed as active; / = not tested or not shown.

Values run as follows: Rtt109 HAT inh | PfHsp90 yeast 2 | CAL PDZ FP-1 | CAL PDZ FP-2 | dFosB act | PvdQ inh | MITF TRPM1 HTS | SR-BI uptake up | SR-BI DiI inh | NSD2 HMT inh
- O=C(COC(=O)C1CC2CCCC(C1)C2=O)NC(=O)c1ccccc1 (stereo unspecified)
→ -4 | 28 | -2 | -0.2 | 2 | 0 | / | 14 | -14 | -1
- O=C(CCC1CCCN(C(=O)Cc2ccc(F)cc2)C1)N1CCN(c2ccccn2)CC1 (stereo unspecified)
→ -5 | -22 | -4 | -0.2 | -7 | -12 | -6 | 10 | -10 | 8
- Cc1ccccc1-c1oc(C)c(C)[n+]1[O-]
→ 6 | -6 | 6 | -0.8 | 0 | 8 | -8 | 18 | -18 | /
- COc1cccc(N2CCN(C(=O)c3cccc(NC4=NC5CS(=O)(=O)CC5S4)c3)CC2)c1 (stereo unspecified)
→ 5 | -17 | -1 | 0.6 | -6 | -6 | -6 | 8 | -8 | /
- COCCCNC(=O)c1ccc2c(c1)nc(C)n2-c1cccc(C)c1
→ -1 | -16 | -5 | -0.1 | 3 | -2 | -13 | -1 | 1 | -5
- CC1CCCC(NC(=O)COC(=O)c2cccc(NS(=O)(=O)/C=C/c3ccccc3)c2)C1C (stereo unspecified)
→ -3 | 9 | -4 | 0.4 | -3 | -9 | 4 | / | / | 2
- O=C(NCCc1ccc(Cl)cc1)C1CCN(S(=O)(=O)c2ccc(-n3cnnn3)cc2)CC1
→ -1 | / | 1 | -0.3 | 9 | -10 | / | -8 | 8 | -1
- CCN(CC(=O)N1CCOCC1)S(=O)(=O)c1ccccc1
→ -7 | -22 | 2 | -1.5 | -3 | 6 | -8 | 6 | -6 | 0
- C/C(=N\NC(=O)CN1CCN(Cc2ccccc2)CC1)c1ccncc1
→ -5 | 16 | -7 | -1.1 | 2 | -12 | -7 | 18 | -18 | -3
- Cc1cc(C)c(N=C2CCCN2Cc2ccccc2)c(C#N)c1
→ 6 | 7 | -3 | 0.0 | -1 | 1 | -10 | -13 | 13 | -3
- Cc1c(Cl)ccc2sc(NC(=O)C3CC3)nc12
→ -5 | -23 | / | -1.2 | 5 | 8 | / | -6 | 6 | /
- COc1cc2c(cc1NC(=O)CN1CCN(S(=O)(=O)c3ccccc3F)CC1)oc1ccccc12
→ -5 | / | -1 | 0.5 | 5 | -17 | 0 | -60 | 60 | 1
- Cc1cc(=O)[nH]c(SCC(=O)Nc2nc3ccccc3s2)n1
→ -1 | 11 | -1 | -1.8 | -12 | -7 | 0 | 29 | -29 | 1
- CC1CCCCC1NC(=O)CSc1nc2ccccc2[nH]1 (stereo unspecified)
→ 0 | 25 | -3 | -3.2 | -1 | 12 | / | / | / | 1
- C[C@@H]1C[C@H]2[C@@H]3CCC4=CC(=O)C=C[C@]4(C)[C@@]3(F)[C@@H](O)C[C@]2(C)[C@@]1(O)C(=O)COP(=O)(O)O
→ 0 | -3 | -3 | -0.9 | 2 | -8 | 17 | -4 | 4 | /
- O=C(Nc1cccc(S(=O)(=O)C(F)F)c1)c1ccc(S(=O)(=O)N2CCOCC2)cc1
→ 28 | 9 | -5 | -2.4 | -8 | 2 | / | -5 | 5 | 11
- Cc1sc2nc(CSCC(=O)Nc3ccc(OC(F)F)cc3)[nH]c(=O)c2c1C
→ 13 | / | 5 | -0.7 | -3 | 7 | 0 | 5 | -5 | /
- Cc1onc(-c2ccc(Cl)cc2)c1-c1ccnc(SCC(=O)Nc2cc(Cl)cc(Cl)c2)n1
→ 5 | 1 | / | -0.2 | -8 | -10 | 1 | -67 | 67 | -1
- Cc1cccc(N(C(=O)c2nsc(Cl)c2Cl)C(C(=O)NC2CCCC2)c2ccc(O)cc2)c1C (stereo unspecified)
→ 5 | 1 | 4 | -1.1 | 15 | 0 | -5 | 8 | -8 | -3
- O=C(Nc1cccnc1)OC1CCCC1
→ 4 | / | -4 | -2.5 | 6 | 0 | -1 | 27 | -27 | -11
- CCOC(=O)C1CCN(C(=O)C2(NC(=O)Nc3cccc(F)c3)CCCCC2)CC1
→ 1 | / | -7 | -0.1 | 12 | -15 | -11 | 9 | -9 | -1
- COc1ccc(OC)c(CCNC(=O)CC2Oc3ccccc3NC2=O)c1 (stereo unspecified)
→ 5 | 6 | -10 | 0.0 | 0 | -9 | -15 | 0 | 0 | /
- CN(Cc1ccccc1)C(=O)CN(c1ccc(F)cc1)S(=O)(=O)c1ccc2c(c1)OCCO2
→ 20 | 4 | 6 | -1.2 | -6 | -7 | 0 | 17 | -17 | -2
- CCC(OCC(O)CN1CCN(CCN2C(=O)c3cccc4cccc(c34)C2=O)CC1)c1ccccc1 (stereo unspecified)
→ 34 | 12 | 0 | -4.9 | 30* | 1 | -12 | -36 | 36 | 9
- N#Cc1ccc(NC(=O)c2cc(S(=O)(=O)N3CCOCC3)ccc2N2CCCC2)cc1
→ -1 | / | -3 | -2.3 | -7 | -17 | -1 | 2 | -2 | 0
- CN(Cc1ccc(Cl)c(Cl)c1)C(=O)C1=CC=CN2CCS(=O)(=O)N=C12
→ -8 | -1 | -4 | -0.2 | -9 | -7 | 4 | -4 | 4 | 1
- CNC(=O)NC(=O)C(C)OC(=O)c1c(C)noc1C (stereo unspecified)
→ -1 | -12 | 1 | 0.6 | -1 | -17 | 7 | 28 | -28 | 1
- CC(C)CN(C(=O)COC(=O)c1ccc([N+](=O)[O-])o1)C1CCS(=O)(=O)C1 (stereo unspecified)
→ -5 | -15 | -1 | -0.9 | 6 | 7 | 11 | 29 | -29 | 4
- COC(=O)c1nnn(CC(=O)NC(=O)Nc2c(C)cccc2C)c1C(=O)OC
→ 0 | 2 | -3 | -0.2 | -5 | -3 | 5 | 36 | -36 | -3
- COC(=O)c1ccc(Cl)c(NC(=O)CN(c2ccccc2)S(=O)(=O)c2ccc(OC)cc2)c1
→ 10 | 21 | -3 | -1.7 | -7 | -12 | -25 | -42 | 42 | -2
- CCOC(=O)Cc1csc(SCc2nc3ccccc3c(=O)[nH]2)n1
→ 1 | 20 | 3 | -1.7 | -1 | -16 | / | 12 | -12 | 0
- CCCOc1ccc(-c2nnc(-c3cccs3)o2)cc1
→ -1 | -14 | -6 | 1.8 | -1 | 5 | 40 | -8 | 8 | 0
- O=c1c2ccccc2c(C=NCCc2ccccc2)c(O)n1Cc1ccccc1
→ 0 | -1 | 7 | -0.1 | -5 | -6 | -1 | -11 | 11 | -1
- COC(=O)c1cc(OC)c(OC)cc1NC(=O)C(C)c1ccc([N+](=O)[O-])cc1 (stereo unspecified)
→ / | 12 | 0 | -2.6 | -6 | -11 | -11 | 8 | -8 | -2
- CC(CC(=O)N1CCN(S(=O)(=O)c2ccc([N+](=O)[O-])cc2)CC1)c1ccccc1 (stereo unspecified)
→ -3 | 7 | -3 | -0.7 | -7 | 11 | -7 | 15 | -15 | 2
- O=c1c2c3n(c(=O)nc2[nH]n1-c1ccccc1)CCCCC3
→ -7 | -4 | -5 | / | 9 | 0 | 12 | 22 | -22 | 1
- O=C(COC(=O)c1cccc(S(=O)(=O)N2CCCC2)c1)Nc1ccccc1
→ -7 | 31 | 11 | -1.3 | -3 | -7 | 3 | -1 | 1 | -2
- COCCn1nnnc1C(c1ccccc1)N1CCN(C(=O)c2ccco2)CC1 (stereo unspecified)
→ 3 | -13 | 0 | 0.5 | -2 | -3 | -2 | 18 | -18 | 1
- Cc1ccc(-n2c(-c3ccco3)nc3nc4ccccc4nc32)cc1
→ / | -12 | -5 | -1.8 | -12 | 1 | 4 | -36 | 36 | 3
- COc1ccc(CNC(=O)CCS(=O)(=O)c2cc3c(cc2Cl)NC(=O)CO3)cc1
→ 13 | 19 | 3 | -0.8 | -3 | 9 | -3 | 14 | -14 | -2
- Cn1c2ccccc2c(=O)c2ccc(F)cc21
→ -83 | 7 | 0 | -1.5 | 0 | -12 | 24 | 17 | -17 | /
- O=C(Nc1ccc(N2CCOCC2)c(Cl)c1)c1c(F)c(F)c(F)c(F)c1F
→ 1 | -40 | 0 | -0.9 | -7 | -15 | 2 | -60 | 60 | -2
- COc1ccc(-c2sc3ccccc3c2C#CCO)cc1
→ -4 | -16 | -2 | -1.5 | -9 | -8 | -6 | -33 | 33 | /
- CCn1nnc(NC(=O)c2ccc(-c3ccc(Cl)cc3)o2)n1
→ / | -10 | 0 | -6.0 | -15 | 6 | / | 23 | -23 | 18
- Cc1ccc2nc(Cl)c(C#N)cc2c1
→ -7 | -19 | 2 | -0.6 | 1 | -5 | 28 | -6 | 6 | -1
- O=C(NCCc1nc(-c2ccccc2)no1)c1ccccc1
→ 19 | 4 | -7 | 1.1 | -6 | -2 | 6 | -3 | 3 | /
- CC1=CC(C)(C)Nc2ccc(OC(=O)CN3C(=O)C4CCCCC4C3=O)cc21 (stereo unspecified)
→ -4 | -8 | -4 | -2.6 | -7 | -10 | 1 | 9 | -9 | -6
- O=C(Nc1ccc(C(=O)N2CCOCC2)cc1)C1CCCC1
→ -15 | -23 | -10 | -0.3 | -4 | -21 | -6 | 22 | -22 | /
- COc1cc(CCC(=O)OCC(=O)NCc2ccccc2)cc(OC)c1OC
→ 28 | 7 | -3 | -0.6 | -4 | 3 | -4 | 16 | -16 | 3
- COC(=O)C1CC(O)CN1S(=O)(=O)c1cccs1 (stereo unspecified)
→ -31 | 6 | -11 | -1.1 | 2 | -13 | 0 | 35 | -35 | -1

The listing continues:
Values run as follows: Rtt109 HAT inh | PfHsp90 yeast 2 | CAL PDZ FP-1 | CAL PDZ FP-2 | dFosB act | PvdQ inh | MITF TRPM1 HTS | SR-BI uptake up | SR-BI DiI inh | NSD2 HMT inh
- Cc1ccc(NC(=O)CN(C)c2ccc(S(=O)(=O)N3CCN(C)CC3)cn2)cc1
→ -1 | 5 | -4 | -0.7 | 4 | -17 | 9 | -9 | 9 | 4
- N#Cc1cccc(Oc2ccc(-c3cnc4ccccc4n3)cc2)c1C#N
→ -2 | -6 | 1 | -0.5 | 6 | -3 | 17 | -27 | 27 | -3
- Nn1c(Cc2ccccc2F)nnc1SCC(=O)N1CC(=O)Nc2ccccc21
→ -7 | / | -2 | / | 0 | -12 | / | 13 | -13 | -1
- O=C(CC1C(=O)NCCN1Cc1c(F)cccc1Cl)NCc1ccccc1 (stereo unspecified)
→ 10 | 4 | -1 | 0.0 | -12 | -9 | -13 | -1 | 1 | 0
- CC1(C)Cc2ccccc2-c2nc(NCCCO)n(-c3ccccc3)c(=O)c21
→ -7 | -11 | -3 | -1.7 | -8 | -13 | / | -6 | 6 | -1
- CC(=O)c1sc(NC(=O)COc2ccc([N+](=O)[O-])cc2)nc1C
→ 1 | -11 | -4 | -0.3 | 0 | 5 | 8 | -17 | 17 | 0
